# Screening data (PubChem)
# ELG1 repair inh = ELG1-dependent DNA repair inhibition; HEK293T ELG1-luciferase reporter, luminescence, 16 h; DNA damage induced by 5-fluorouridine; 330,000 tested, 2.3% active; Potency, µM (highest dose often 46.1 µM), for the others: at the top dose activity change, negative = inhibition, actives largely listed as inhibitors; note: potency is the fitted concentration of half-maximal effect; % is set by controls: 0 for no effect and ±100 for the full control effect; nearly all actives have a fitted effect of over 55% in size
#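 Overnight (16 hr) co-exposure of 2,000 cells/well to 5-fluorouridine and compound at 37 °C preceded detection. Luciferase was quantified via ONE-Glo luminescence; loss of signal denotes inhibition.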
# Eya2 phos inh = inhibitors of human Eya2 phosphatase activity | O00167 | AID 488837 | recombinant Eya2, OMFP fluorescence dephosphorylation (OMFP is methylfluorescein phosphate) | 330,000 tested, 0.006% active | Potency, µM (top dose mostly 76.9 µM), inactives show top-dose activity, negative = inhibition, usual class: inhibitors; note: potency is the fitted concentration of half-maximal effect; % is set by controls: 0 for no effect and ±100 for the full control effect
# Target sequence (O00167 whole entry, looked up): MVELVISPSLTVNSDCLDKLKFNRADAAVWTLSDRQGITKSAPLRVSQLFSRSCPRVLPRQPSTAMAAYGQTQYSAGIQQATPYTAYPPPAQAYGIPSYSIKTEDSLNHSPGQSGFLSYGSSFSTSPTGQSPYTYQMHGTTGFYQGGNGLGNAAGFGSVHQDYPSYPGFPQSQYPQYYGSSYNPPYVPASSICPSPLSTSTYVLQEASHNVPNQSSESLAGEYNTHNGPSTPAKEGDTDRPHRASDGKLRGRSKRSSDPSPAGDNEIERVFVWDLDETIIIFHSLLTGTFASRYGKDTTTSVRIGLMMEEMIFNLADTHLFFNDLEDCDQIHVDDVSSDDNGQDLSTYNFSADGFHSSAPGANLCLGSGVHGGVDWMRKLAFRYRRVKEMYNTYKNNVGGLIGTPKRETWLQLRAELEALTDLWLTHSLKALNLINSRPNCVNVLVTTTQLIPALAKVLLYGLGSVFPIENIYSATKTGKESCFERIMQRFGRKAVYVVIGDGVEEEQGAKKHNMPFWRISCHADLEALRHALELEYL
#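 Eya2 protein (added as 0.2 uM solution) was preincubated with compound for 10 min at ambient temperature in 50 mM HEPES pH 7.5, 50 mM NaCl, 5 uM MgCl2, 0.05% BSA, 1 mM DTT. OMFP (added at 50 uM) then reacted 10 min; fluorescence read at 485/525 nm.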
# uPA surface inh = inhibitors of cell surface uPA generation | Potency, µM (top dose mostly 38.3 µM), for inactives: at the highest dose activity change, negative = inhibition, usual class: inhibitors | cell surface uPA generation assay, qHTS | 330,000 tested, 0.31% active; active = well fitted inhibition curve with a large enough effect; inconclusive = small, poorly fitted or top-dose-only effect; inactive = no such curve, though single readings can be large or run the other way; tested in mouse RAW 264.7 cells; note: potency is the fitted concentration of half-maximal effect; % is set by controls: 0 for no effect and ±100 for the full control effect; nearly all actives have a fitted effect of over 55% in size
# B2AR arrestin = beta2AR (human) beta-arrestin recruitment activity. P07550. beta-arrestin recruitment to beta2AR, cell-based reporter. Potency, µM (doses to about 46.1 µM), for the others: at the highest dose activation, actives largely listed as activators. 330,000 tested, 0.02% active. AID 492947;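 note: potency is the fitted concentration of half-maximal effect; 0% = DMSO controls and full agonism = EC100 isoproterenol or metaproterenol; nearly all actives have a fitted effect of over 65% in size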
# Tb PFK inh = blocks T. brucei phosphofructokinase; Potency, µM (highest dose often 57.5 µM), without a hit: at the top dose activity, negative = inhibition, usual class: inhibitors; 330,000 tested, 0.17% active; T. brucei PFK, ADP-Glo luminescence; O15648;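 note: potency is the fitted concentration of half-maximal effect; 0% = uninhibited 1x PFK enzyme wells and -100% = no-enzyme wells; nearly all actives have a fitted effect of over 60% in size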
# Target sequence (O15648 whole entry, looked up): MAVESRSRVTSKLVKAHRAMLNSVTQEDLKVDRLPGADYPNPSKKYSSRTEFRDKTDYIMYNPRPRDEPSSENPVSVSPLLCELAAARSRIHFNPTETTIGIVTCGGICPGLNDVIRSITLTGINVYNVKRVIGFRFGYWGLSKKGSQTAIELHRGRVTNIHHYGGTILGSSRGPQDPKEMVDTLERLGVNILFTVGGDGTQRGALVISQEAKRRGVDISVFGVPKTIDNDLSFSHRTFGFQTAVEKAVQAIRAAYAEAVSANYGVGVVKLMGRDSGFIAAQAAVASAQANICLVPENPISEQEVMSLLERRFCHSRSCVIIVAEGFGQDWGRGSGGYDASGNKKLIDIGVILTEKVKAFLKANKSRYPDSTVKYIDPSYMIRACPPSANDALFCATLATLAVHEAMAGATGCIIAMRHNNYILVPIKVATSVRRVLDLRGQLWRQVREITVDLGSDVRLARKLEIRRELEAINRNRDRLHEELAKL
#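 Compounds were pin-transferred as a titration series up to 57 uM into substrate buffer (0.5 mM F6P, 0.1 mM ATP, pH 8.0), then 1.25 nM PFK was added and reactions ran 45 min before ADP-Glo detection.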
# PTAP TSG101 blk = blocks PTAP/TSG101 interaction to inhibit HIV-1 budding | Q99816 | Fluorescence polarization, FITC-PTAP peptide / Tsg101 binding | Potency, µM (titrated, usually from 115 µM), for inactives: at the highest dose activity change, negative = inhibition, actives largely listed as inhibitors | 340,000 tested, under 10 active; active = well fitted inhibition curve with a large enough effect in the main read-out, with a control signal flat, not every such curve was filed as active; inconclusive = small, poorly fitted or top-dose-only effect, or effect the other way, or a change in a side signal; inactive = no such curve, though single readings can be large or run the other way; note: potency is the fitted concentration of half-maximal effect; % of control where 0% means no effect
#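 Steps: Tsg101 binding domain dispensed (10 uM final), compounds pinned in DMSO, FITC-labeled PTAP-motif peptide added (50 nM final); after 20 min binding at room temperature, polarization measured.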
# TSHR antag = human thyrotropin receptor antagonism. 330,000 tested, 0.2% active. activity change, negative = inhibition, % at 11.5 µM. TSHR-expressing cells, TSH-stimulated cAMP HTRF, 2 h; active compounds read low. P16473;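 active = activity change below a set negative limit, meaning inhibition stronger than a set level, cut at about -70% in these data; inconclusive = activity change between two set negative limits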; note: % is set by controls: 0 for no effect and ±100 for the full control effect
#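 Freshly harvested TSHR cells receive pin-tooled compound, then EC80 TSH at 4nM final. After 2 hours at 37 deg C, antibody in lysis buffer and cAMP-d2 are added; 30 minutes at ambient temperature precede the HTRF read.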
# USP2a inh = blocks human ubiquitin-specific protease USP2a | Potency, µM (top dose mostly 38.3 µM), for the others: at the highest dose activity change, negative = inhibition, hits mostly inhibitors | O75604 | 330,000 tested, 0.01% active | USP2 core, Ub-CHOP2 coupled fluorogenic reporter, 485/531;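 note: potency is the fitted concentration of half-maximal effect; plate controls were DMSO wells for no effect and full inhibition by NEM control for full effect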
#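 USP2 core (10nM final) preincubated 30min RT with compound in 20mM Tris-HCl pH 8.0, 2mM CaCl2, 2mM beta-mercaptoethanol, 0.05% CHAPS; 25nM Ub-CHOP2 plus 25nM reporter substrate added, fluorescence (Ex485/Em531) read after 60min.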
# BCR signal inh = blocks chronic active B-cell receptor signaling; ABC-DLBCL IkBa-CBG/CBR reporter, luminescence ratio, 4 h; Potency, µM (doses to about 46.1 µM), for inactives: top-dose ratio change, negative = lower green/red ratio, most hits filed as inhibitors; 340,000 tested, 0.05% active; AID 493014; active = well fitted inhibition curve with a large enough effect in the signal ratio, with a control signal flat, not every such curve was filed as active; inconclusive = small, poorly fitted or top-dose-only effect, or effect the other way, or a change in a side signal; the % refers to the signal ratio;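 note: potency is the fitted concentration of half-maximal effect; plate controls were basal doxycycline-induced cells for no effect and cells given 10 µM MG132 for full effect; MG132 reads +100%, hits lower the ratio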
#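 Doxycycline induced both beetle luciferases in TMD8 lymphoma cells; IKK-driven degradation limits the IkappaBalpha-fused green signal, while red luminescence normalises for cell number and nonspecific effects. Compounds tested up to 46 uM, 4 hrs.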
# Mito fusion yeast = blocks mitochondrial division or promotes mitochondrial fusion | S. cerevisiae fusion-defective mutant growth rescue, CellTiterGlo 48 h | Potency, µM (top dose mostly 46.1 µM), for inactives: top-dose growth rescue (activation), most hits filed as activators | 320,000 tested, 0.23% active;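 note: potency is the fitted concentration of half-maximal effect; % of control where 0% means no effect; nearly all actives have a fitted effect of over 45% in size; temperature-sensitive fusion mutants such as fzo1-1 at 37 °C on non-fermentable ethanol glycerol medium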
#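 Temperature-sensitive fusion-defective S. cerevisiae (e.g. fzo1-1, mgm1-5) were grown with compound in YPEG medium (3% ethanol, 3% glycerol) for 48 hours at 37C. Growth rescue was measured as viability by CellTiterGlo luminescence after 10 minutes at ambient.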
# TCR activator = activators of T cell receptors; 330,000 tested, under 10 active; AID 504894; Potency, µM (titrated, usually from 9.22 µM), for inactives: top-dose activation of IL-2 secretion, most hits filed as activators; primary human leukocytes, anti-CD3, IL-2 HTRF, 48 h; note: % of control where 0% means no effect
#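 Primary human leukocytes were stimulated with a-CD3 beads plus compounds for 48 hr without co-stimulation; secreted IL-2 was quantified by HTRF using a-IL-2-K (europium cryptate) and a-IL-2-d2, excited at 320nm with acceptor emission read at 665nm.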
# Active calls of the source: *; ? = inconclusive; nt = not tested or not shown; [ ] = remark or other dose. Unless noted, calls come from the whole dose curve; as a rule, active = well fitted curve in the direction sought with a large enough effect; inconclusive = small, poorly fitted or top-dose-only effect, or another doubt; inactive = no such curve, though single readings can be large; an effect the other way counts as inactive or inconclusive.
Compound,ELG1 repair inh,Eya2 phos inh,uPA surface inh,B2AR arrestin,Tb PFK inh,PTAP TSG101 blk,TSHR antag,USP2a inh,BCR signal inh,Mito fusion yeast,TCR activator
NC(=NCCc1c[nH]c2ccccc12)NC(=O)c1ccc(F)cc1,14%,14%,5%,-0.8%,-6%,0%,10,3%,?,1%,-1%
COc1cccc(OCC(O)CN2CCN(c3ccc(Cl)cc3)CC2)c1 (configuration not stated),1%,2%,10%,-0.2%,-8%,-9%,7,1%,-3%,4%,4%
CN(CC(=O)Nc1ccc(Cl)cc1)CC(=O)Nc1ccc(F)c(F)c1F,-2%,-2%,-7%,-0.5%,0%,-1%,7,-1%,?,?,5%[46.1 µM]
Cc1cccc(CSC2=NN3CCCC(=O)N=C3S2)c1,?,-4%,-10%,2.7%,-10%,-5%,6,2%,0%,4%,6%
CC(=O)NC1(C(F)(F)F)C(=O)Nc2c1c(=O)[nH]c(=O)n2CC(C)C (configuration not stated),13%,-1%,-3%,-0.7%,-2%,-7%,4,4%,4%,3%,-5%
CCC(=O)c1ccc(OCC(=O)NC2CCN(Cc3ccccc3)CC2)cc1,11%,-21%,11%,-0.2%,3%,-6%,18,?,1%,nt,2%
CCOC(=O)N1CCN(C(=O)CN2C(=O)NC(C)(c3ccc4ccccc4c3)C2=O)CC1 (configuration not stated),-6%,-2%,9%,0.2%,5%,2%,-3,-2%,2%,-3%,9%
COC(=O)Cn1c(CN2CCN(C(=O)c3ccco3)CC2)nc2c1c(=O)n(C)c(=O)n2C,30%,-6%,5%,-1.0%,-18%,-3%,11,6%,-2%,0%,3%
CCCC1=NN(c2ccc([N+](=O)[O-])cc2)C(=O)/C1=C/N(C)C,?,12%,8%,-0.5%,-1%,-1%,3,-2%,?,-6%,8%[46.1 µM]
N#Cc1cccc(NC(=O)COC(=O)c2cc(S(=O)(=O)Nc3ccccc3Cl)ccc2O)c1,?,8%,3%,-0.3%,-7%,-1%,?,-1%,-9%,nt,1%[46.1 µM]
CCC(C)c1ccc(NC(=O)N2CCN(C(=O)C3CCCO3)CC2)cc1 (configuration not stated),2%,13%,4%,-0.1%,-2%,nt,17,-1%,-3%,0%,-4%
CN(C)S(=O)(=O)c1ccc(C(=O)N2CCN(C(=O)C3CCCO3)CC2)cc1 (configuration not stated),10%,-29%,3%,0.0%,-3%,-3%,22,0%,?,-1%,4%
O=C(C1CCN(Cc2nc(-c3ccc(Cl)cc3)no2)CC1)N1CCOCC1,0%,-27%,-2%,0.3%,1%,-3%,-6,5%,?,-13%,-32%
CCOc1ccc(/C=N/n2c(-c3ccccc3)n[nH]c2=S)cc1,-2%,1%,-6%,-0.1%,-7%,-5%,8,-2%,15%,-15%,0%
C/C(=N\NC(=S)NCc1ccccc1)c1ccc2ccccc2c1OC(F)F,?,-3%,0%,?,1%,0%,-4,-3%,1%,10%,-17%
CCCN(C(=O)c1cc(-c2ccco2)nc2ccccc12)c1c(N)n(Cc2ccccc2)c(=O)[nH]c1=O,20%,13%,0%,-0.7%,-2%,-2%,-1,3%,6%,-4%,-1%
Cc1ccc(C)c(NS(=O)(=O)c2ccc3c(c2)Cc2cc(S(=O)(=O)Nc4cc(C)ccc4C)ccc2-3)c1,?,-4%,5%,-0.3%,0%,0%,4,3%,10%,-1%,-2%[46.1 µM]
COc1ccc(NS(=O)(=O)c2cc(NC(=O)[C@@H](NC(=O)c3ccccc3)C(C)C)ccc2C)cc1,?,3%,13µM*,10%,-19%,-8%,-12,-12%,-1%,1%,9%[46.1 µM]
CCOC(=O)c1sc(N=NC2=C(O)CCCC2=O)c(C(=O)OCC)c1C,-1%,9%,-4%,0.3%,-1%,1%,11,3%,-2%,-3%,-2%
CC(=O)Nc1ccc(N/C=C(\C=O)c2nc3ccccc3o2)cc1,-12%,2%,-1%,-0.5%,3%,1%,0,6%,13%,-1%,-8%
CCOC(=O)c1ccc(NC(=S)N(CCCN2CCCC2)Cc2cccs2)cc1,11%,-3%,-5%,-0.1%,0%,-2%,-10,2%,0%,1%,-2%
COc1ccccc1CNC(=O)CSc1ccc(C)cc1,9%,6%,-1%,-0.1%,6%,-4%,8,2%,?,-1%,-5%[46.1 µM]
CCC(C(=O)NC1CCCC1)N(C(=O)Cn1nnc(-c2ccc(C)o2)n1)c1cccc(OC)c1 (configuration not stated),7%,-14%,7%,-0.5%,0%,1%,9,1%,0%,8%,-2%
O=C1Nc2ccccc2OC1CC(=O)N1CCCC1 (configuration not stated),30%,-12%,3%,0.0%,-3%,0%,20,1%,3%,4%,-3%
Cc1ccc(NC(=O)/C=C/c2ccc3c(c2)OCO3)cc1S(=O)(=O)N1CCOCC1,?,4%,1%,-0.5%,1%,-3%,-19,4%,-5%,17%,-3%[46.1 µM]
O=C(NCC(c1cccs1)N1CCOCC1)c1ccccc1NS(=O)(=O)c1cc([N+](=O)[O-])ccc1Cl (configuration not stated),?,-2%,-4%,-0.1%,0%,-5%,11,0%,7%,2%,-4%[46.1 µM]
Cn1c(=O)[nH]c(=O)c2c1nc(NCc1ccco1)n2Cc1ccccc1Cl,5%,9%,?,-1.2%,-8%,1%,-23,4%,24%,-4%,-1%
S=C(NCc1ccncc1)NC1CCCC1,?,-6%,1%,-0.2%,-1%,1%,-2,3%,1%,0%,0%
CC1CN(C(=O)COC(=O)c2ccc(N(C)C)cc2)CC(C)O1 (configuration not stated),9%,1%,2%,-0.4%,0%,-6%,3,1%,0%,4%,0%
O=C(Cc1ccccc1)Oc1coc(CSc2ncccn2)cc1=O,-6%,3%,1%,0.0%,1%,-6%,7,0%,-16%,-3%,-1%
COCc1cc(=O)n2[nH]c(C)c(-c3ccccc3)c2n1,-8%,-5%,-3%,-0.6%,-13%,0%,27,0%,?,0%,nt
CC(=O)N1[C@H](Cc2ccccc2)C=C[C@]1(C)C(=O)NCc1ccccn1,8%,11%,4%,-0.3%,-5%,0%,0,2%,-7%,-3%,-12%
O=C(NN=C1CCCCC1)c1cc(-c2ccccc2)n[nH]1,10%,6%,1%,-0.8%,14%,-1%,-3,2%,-6%,-9%,-1%[46.1 µM]
CCOc1ccc(OCc2cccc(C(=O)N3CCOCC3)c2)cc1,?,10%,?,0.5%,-1%,0%,-3,2%,?,4%,-3%
O=C(CSc1nnnn1Cc1ccccc1)Nc1ccc2c(c1)OCO2,0%,-19%,2%,-0.7%,-7%,-7%,-1,0%,?,-3%,7%
CCOC(=O)C1CCN(C(=O)Nc2cccc(OC)c2)CC1,27%,-2%,-1%,-0.1%,2%,-4%,-7,0%,-7%,0%,-68%
Cc1cc(C(=O)O)ccc1-n1c(C)cc(/C=C(/C#N)C(=O)Nc2ccccc2)c1C,1%,3%,3%,-0.3%,-2%,-8%,-10,-2%,-19%,1%,-6%
Cc1oc(-c2cccs2)nc1CN1CCN(Cc2ccc(F)c(F)c2)C(CCO)C1 (configuration not stated),-4%,4%,-1%,-0.2%,-1%,-1%,24,8%,5%,0%,-4%
CC1(C)NC(=O)N(CC(=O)OCc2cc(=O)n3cc(Br)ccc3n2)C1=O,27%,5%,2%,-0.2%,9%,-1%,11,8%,-1%,-3%,nt
Cc1ccc(C)c(-n2cc(CN3CCNC(=O)CC3)c(-c3ccccc3)n2)c1,-4%,-9%,1%,0.3%,0%,2%,14,2%,-15%,0%,-2%
CC(=O)c1ccc(N2C(=NC(=O)COc3ccccc3)SC3CS(=O)(=O)CC32)cc1 (configuration not stated),?,4%,-6%,0.0%,1%,-4%,0,2%,-1%,-1%,-2%
Cc1ccccc1CSCCNC(=O)COc1ccc(Cl)cc1,10%,-5%,11%,-0.7%,0%,0%,-12,0%,0%,7%,2%
